D1 antag – blocks dopamine activation of the human D1 receptor; HEK293 TREx D1 cells, calcium flux, dopamine EC80; stronger effect = lower value; activity change, negative = inhibition, % at 10 µM; 360,000 tested, 3.2% active; AID 504652; in the data active means activity change below about -30%; further: on the % scale 0 is the no-effect control and ±100 the full control effect
Target sequence (P21728 whole entry, looked up): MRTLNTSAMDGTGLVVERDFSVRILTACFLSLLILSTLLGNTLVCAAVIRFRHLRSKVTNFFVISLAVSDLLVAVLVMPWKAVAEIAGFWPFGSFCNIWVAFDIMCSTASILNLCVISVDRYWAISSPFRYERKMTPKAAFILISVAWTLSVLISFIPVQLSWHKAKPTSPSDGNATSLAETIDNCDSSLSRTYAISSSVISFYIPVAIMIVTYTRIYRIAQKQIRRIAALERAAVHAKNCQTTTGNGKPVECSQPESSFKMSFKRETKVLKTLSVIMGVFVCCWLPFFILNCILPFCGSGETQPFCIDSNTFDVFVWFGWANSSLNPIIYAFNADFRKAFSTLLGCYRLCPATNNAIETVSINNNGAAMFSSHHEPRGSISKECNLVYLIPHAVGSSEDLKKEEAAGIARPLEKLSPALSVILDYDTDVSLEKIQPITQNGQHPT
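Tetracycline-induced HEK293 Trex D1 cells, force-coupled to calcium, dye-loaded; compounds added and read 180 s, then EC80 dopamine added and calcium flux tracked kinetically another 180 s.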
D2 ag – D2 dopamine receptor (human) agonism | HEK293 T-REx D2 cells, calcium flux agonist mode | 340,000 tested, 0.53% active | P14416 | activation, % at 2 µM;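 active means activation over 3 SD above normal in the single-dose calcium agonist read, cut at about 30% in these data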; further: 0% is about no effect
Target sequence (P14416 whole entry, looked up): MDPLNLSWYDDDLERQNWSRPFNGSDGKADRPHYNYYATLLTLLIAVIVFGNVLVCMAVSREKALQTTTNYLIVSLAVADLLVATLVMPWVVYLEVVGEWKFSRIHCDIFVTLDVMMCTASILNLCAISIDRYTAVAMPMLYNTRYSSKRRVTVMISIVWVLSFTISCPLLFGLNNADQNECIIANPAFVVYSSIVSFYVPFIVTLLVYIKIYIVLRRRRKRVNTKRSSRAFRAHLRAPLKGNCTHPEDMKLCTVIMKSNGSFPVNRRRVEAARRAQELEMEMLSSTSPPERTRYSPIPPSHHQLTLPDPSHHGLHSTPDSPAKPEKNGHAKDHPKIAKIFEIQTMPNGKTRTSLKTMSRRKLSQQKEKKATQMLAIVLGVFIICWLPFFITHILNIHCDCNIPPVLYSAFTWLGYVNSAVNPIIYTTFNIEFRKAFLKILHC
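In this primary screen, compounds producing a positive calcium signal within 180 s of addition to tetracycline-induced, force-coupled HEK293 Trex D2 cells are flagged; cells are dye-loaded with a no-wash calcium kit beforehand.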
D2 antag – antagonists of human D2 dopamine receptor; AID 485344; HEK293 TREx D2 cells, calcium flux, dopamine EC80; P14416; 340,000 tested, 2% active; inhibition, % at 10 µM; in the data active means inhibition above about 30%; further: 0% is about no effect
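Cells plated overnight at 30 C with tetracycline; no-wash calcium dye, 30–90 min RT; 10 s baseline; compound pinned; 180 s read; EC80 dopamine added; another 180 s read.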
RXFP1 antagonist – antagonists of human relaxin receptor RXFP1; Q9HBX9; HEK293-RXFP1, relaxin-stimulated cAMP HTRF, 30 min; stronger effect = lower value; activity change, negative = inhibition, % at 57.5 µM; 350,000 tested, 0.59% active; AID 1259400;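 active means activity change of -60% or lower, but not beyond a set lower limit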; further: on the % scale 0 is the no-effect control and ±100 the full control effect
TRHR agonist – TRH receptor (human) agonism; P34981; activation, % at 2 µM; AID 493084; TRHR cells, calcium flux fluo-8, FDSS agonist mode; 360,000 tested, 0.18% active; further: 0% is about no effect
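Fluo-8-loaded TRHR cells; 10 s baseline, compound added, kinetic Ca2+ fluorescence read 1/s, agonist mode.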
D1 agonist – agonists of human D1 dopamine receptor; 360,000 tested, 1% active; HEK293 T-REx D1 cells, calcium flux, agonist mode; activation, % at 2 µM; AID 504660; further: 0% is about no effect
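Tetracycline-induced HEK293 TREx D1 cells, force-coupled to calcium signalling, were dye-loaded with a no-wash calcium kit. Compound was pin-added after a 10 s baseline. Fluorescence was read kinetically at 1 cycle/s for 180 s, with calcium rises flagged as agonism.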
D2 potentiator – D2 dopamine receptor (human) potentiation; 340,000 tested, 0.34% active; potentiation, % at 10 µM; AID 485347; P14416; HEK293 T-REx D2, calcium flux, EC20 dopamine potentiation;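 active means potentiation over 3 SD above the plate norm, cut at about 30% in these data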; further: 0% is about no effect
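Primary screen. Calcium kinetics in induced HEK293 T-REx D2 cells: compound pre-addition 180 s, EC20 dopamine, 180 s more.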
D1 PAM – human D1 dopamine receptor positive modulation; P21728; HEK293 TREx D1 cells, calcium flux, dopamine EC20 potentiation; potentiation, % at 10 µM; 360,000 tested, 0.036% active; in the data active means potentiation above about 30%; further: 0% is about no effect
TRHR PAM – TRH receptor (human) allosteric enhancement; P34981; TRHR cells, fluo-8 calcium fluorescence, EC20 TRH enhancement; enhancement, % at 2 µM; 360,000 tested, 0.66% active; AID 493056; in the data active means enhancement above about 30%; further: 0% is about no effect
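TRHR-expressing cells loaded with fluo-8 calcium dye were read kinetically (ex 480/em 530) during compound addition, then stimulated with an EC20 of TRH (10 nM final). Enhancement of the Gq-mediated intracellular calcium response was scored.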
Numbers without * were called inactive; · = not tested or not shown. Unless noted, no stated cut-off is given here; in the data, active means activation above about 30%; inactive means the rest.

Abbreviations – A = D1 antag; B = D2 ag; C = D2 antag; D = RXFP1 antagonist; E = TRHR agonist; F = D1 agonist; G = D2 potentiator; H = D1 PAM; I = TRHR PAM
> CCN(CC)C(=O)CSc1nc2cc3c(cc2c(=O)n1CCCCCC(=O)NCCc1ccc(OC)c(OC)c1)OCO3
  A: -7; B: ·; C: ·; D: 2; E: -0.9; F: 0; G: 14; H: -3; I: 5

> NC(=S)N=Nc1c(O)n(CCCl)c2ccccc12
  A: 11; B: -1.0; C: -13; D: -4; E: 0.4; F: -1; G: 0; H: -2; I: 2

> O=C(Nc1ccc(-c2ccc([N+](=O)[O-])cc2)cc1)c1ccccc1F
  A: 30; B: 0.2; C: 7; D: 2; E: 0.8; F: 1; G: -2; H: 0; I: 0

> N/C(=N\N=C\c1ccc(Br)o1)c1nonc1N
  A: -8; B: -0.1; C: -9; D: -1; E: -0.6; F: 0; G: 8; H: 2; I: 1

> O=C(OCc1ccccc1)C1=NNC2C(=O)N(Cc3ccccc3)C(=O)C12 (stereo not drawn)
  A: 1; B: -0.6; C: 0; D: -8; E: 0.7; F: 7; G: 7; H: 2; I: -3

> C/C(=N/NC(=O)c1ccco1)c1ccc(NC(=O)c2ccc(F)cc2)cc1
  A: -4; B: 2.6; C: 11; D: -2; E: -0.3; F: 1; G: -1; H: -3; I: 3

> NC(=O)C1(N2CCCCC2)CCN(c2nc(-c3ccc(Br)cc3)cs2)CC1
  A: -14; B: 2.0; C: 12; D: -20; E: 0.7; F: 7; G: 17; H: -4; I: 6

> Cc1c(NC(=O)c2ccc(Br)o2)c(=O)n(-c2ccccc2)n1C
  A: -3; B: -0.6; C: -5; D: 8; E: -2.3; F: 6; G: 31*; H: -1; I: 5

> CCOc1cc(C(=O)N(C)CC(=O)Nc2cccc3ccccc23)ccc1OC
  A: 3; B: -0.3; C: -48; D: 0; E: -0.1; F: 1; G: -14; H: ·; I: -2

> Cc1ccc(C(=O)Oc2ccc3c(c2)ncn3C)cc1
  A: -7; B: 0.3; C: 1; D: 20; E: 0.0; F: 1; G: -2; H: -4; I: 3

> CC1Cc2ccccc2C(CCc2ccccc2)=N1 (stereo not drawn)
  A: 7; B: 0.0; C: 13; D: 3; E: 0.1; F: 2; G: -8; H: -8; I: 15

> O=C(Cc1c[nH]c2ccccc12)NCc1ccncc1
  A: -5; B: -0.3; C: -9; D: 1; E: 0.8; F: 2; G: 8; H: -7; I: 4

> CCOC(=O)N1CCN(CC(O)COCc2ccc(OC)c(OC)c2)CC1 (stereo not drawn)
  A: 5; B: 2.1; C: -2; D: 0; E: 0.5; F: 3; G: -21; H: 1; I: -2

> O=C(NCCc1ccc(F)cc1)C1CCCO1 (stereo not drawn)
  A: 29; B: -0.2; C: -10; D: 2; E: -0.4; F: 3; G: 2; H: -2; I: 0

> COc1cc(Cl)c(C)cc1NC(=O)CSc1nc2c(c(=O)[nH]1)CCCC2
  A: 9; B: 0.6; C: ·; D: -5; E: 0.0; F: 0; G: 2; H: 6; I: -1

Of the compounds above, these have bromine:
Abbreviations – A = D1 antag; B = D2 ag; C = D2 antag; D = RXFP1 antagonist; E = TRHR agonist; F = D1 agonist; G = D2 potentiator; H = D1 PAM; I = TRHR PAM
> N/C(=N\N=C\c1ccc(Br)o1)c1nonc1N
  A: -8; B: -0.1; C: -9; D: -1; E: -0.6; F: 0; G: 8; H: 2; I: 1

> NC(=O)C1(N2CCCCC2)CCN(c2nc(-c3ccc(Br)cc3)cs2)CC1
  A: -14; B: 2.0; C: 12; D: -20; E: 0.7; F: 7; G: 17; H: -4; I: 6

> Cc1c(NC(=O)c2ccc(Br)o2)c(=O)n(-c2ccccc2)n1C
  A: -3; B: -0.6; C: -5; D: 8; E: -2.3; F: 6; G: 31*; H: -1; I: 5

(cont.)
Abbreviations – A = D1 antag; B = D2 ag; C = D2 antag; D = RXFP1 antagonist; E = TRHR agonist; F = D1 agonist; G = D2 potentiator; H = D1 PAM; I = TRHR PAM
> COc1ccc(OCC(O)CNS(=O)(=O)c2ccc(NC(C)=O)cc2)cc1 (stereo not drawn)
  A: -11; B: -0.2; C: 20; D: 3; E: 0.0; F: 0; G: -3; H: -3; I: -1

> Cc1ccc2occ(-c3nn[nH]n3)c(=O)c2c1
  A: 10; B: -1.0; C: -1; D: -8; E: 0.2; F: 3; G: -2; H: -2; I: -7

> CCN(CC)S(=O)(=O)c1cccc(C(=O)/C=C2/N(C)c3ccccc3C2(C)C)c1
  A: 1; B: 0.6; C: 0; D: -1; E: 0.5; F: 5; G: -8; H: -9; I: -10

> C=CCn1cnc2c(nnn2-c2ccc(Cl)cc2)c1=O
  A: -18; B: -3.6; C: -3; D: -11; E: -0.7; F: 1; G: 2; H: 0; I: 2

> C[C@H](NC(=O)OC(C)(C)C)c1nnc(SCC(N)=O)o1
  A: 0; B: 0.0; C: 9; D: 33; E: -0.1; F: 2; G: 1; H: 4; I: 0

> CN(C(=O)CSc1nnc(C(F)(F)F)n1N)C1CCS(=O)(=O)C1 (stereo not drawn)
  A: -14; B: -0.6; C: -2; D: -1; E: 1.1; F: 3; G: 11; H: -10; I: -2

> CCc1nc(Nc2ccc(OC)c(OC)c2)c2nnn(Cc3ccccc3Cl)c2n1
  A: 21; B: 0.4; C: 1; D: -16; E: 0.0; F: -3; G: -6; H: 4; I: 5

> COc1ccccc1NS(=O)(=O)c1ccc(NC(=O)c2nc3nc(C)cc(C(F)F)n3n2)cc1
  A: 6; B: -2.1; C: 39*; D: 13; E: 0.0; F: 2; G: 9; H: 5; I: -4

> Cc1ccc(OCCC(=O)OCC(=O)NC(=O)NC2CCCCC2)cc1
  A: 2; B: -0.2; C: 2; D: -4; E: 0.1; F: 3; G: 13; H: 2; I: 2

> N#Cc1ccc(-c2ccc(OCC(O)Cn3nnc4ccccc43)cc2)cc1 (stereo not drawn)
  A: -25; B: 1.4; C: 8; D: -5; E: 0.5; F: 5; G: -4; H: -4; I: -2

> O=C(c1ccccc1F)N1CCN(CC2CC3C=CC2C3)CC1 (stereo not drawn)
  A: 4; B: 0.9; C: -9; D: -5; E: 0.1; F: 0; G: 1; H: 0; I: 4

> Cc1ncsc1C(=O)O
  A: 1; B: ·; C: ·; D: 10; E: 0.7; F: 1; G: ·; H: 1; I: 14

> CN(C)CCNC(=O)c1ccc2c(=O)n3c(nc2c1)CCCCC3
  A: -18; B: 0.5; C: ·; D: 5; E: 2.1; F: 9; G: -4; H: 3; I: -4

> CC(C)N(CCO)Cc1nc(C(c2ccccc2)c2ccccc2)no1
  A: 13; B: 0.2; C: -11; D: -1; E: 0.1; F: 5; G: 2; H: -1; I: 3

> CCCOc1ccc(C2C3=C(Nc4nc(N)[nH]c(=O)c42)c2ccccc2C3=O)cc1 (stereo not drawn)
  A: 3; B: 1.7; C: 1; D: -6; E: 0.1; F: 0; G: 13; H: 3; I: 2

Remaining list, next part:
Abbreviations – A = D1 antag; B = D2 ag; C = D2 antag; D = RXFP1 antagonist; E = TRHR agonist; F = D1 agonist; G = D2 potentiator; H = D1 PAM; I = TRHR PAM
> CN1CCN(S(=O)(=O)c2ccc(N3CCc4ccccc4C3)nc2)CC1
  A: 11; B: ·; C: ·; D: -18; E: 0.3; F: 8; G: ·; H: -9; I: -2

> Cc1ccc(C(CC(=O)N2CCNCC2)c2ccccc2)c(O)c1C (stereo not drawn)
  A: -7; B: -0.4; C: 12; D: 10; E: 1.8; F: 4; G: 4; H: -1; I: 0

> COc1ccccc1C(=O)N/C(=C\c1ccc(Br)cc1)C(=O)NCCC(=O)O
  A: -5; B: 0.7; C: -21; D: -10; E: -1.5; F: 5; G: 0; H: 0; I: 6

> O=C(CN1CCCCC1)N/N=C/c1cc2ccccc2nc1Cl
  A: 0; B: 0.3; C: 16; D: 5; E: -0.5; F: 3; G: -3; H: 2; I: 9

> N#C/C(=C/c1ccc(N2CCCCC2)o1)C(=O)NCCc1c[nH]c2ccccc12
  A: 2; B: 39*; C: -12; D: 7; E: 43*; F: 79*; G: -7; H: 3; I: 14

> Clc1ccc(OCc2nn[nH]n2)cc1
  A: 10; B: -0.4; C: -8; D: -1; E: 0.1; F: 4; G: 4; H: 2; I: -4

> Cc1ccccc1C(=O)Nc1ccccc1
  A: -8; B: 1.0; C: -2; D: -1; E: 0.0; F: 0; G: -9; H: 19; I: -1

> CC[C@H](C)C1NC(=O)[C@H](CC(=O)O)NC(=O)c2cc([N+](=O)[O-])cc(I)c2NCCC(C(N)=O)NC1=O (stereo partly drawn)
  A: 26; B: -0.4; C: -8; D: ·; E: 0.5; F: -2; G: 1; H: -1; I: -4

> COC(=O)c1c(-c2ccccc2)nn(-c2ccccc2)c1C(=O)OC
  A: -7; B: -0.8; C: 0; D: -4; E: -0.6; F: 1; G: 3; H: 10; I: -7

> CC(C)Cn1cc(C(=O)NCCCOC(C)C)c2c3ccccc3n(C)c2c1=O
  A: -1; B: 0.0; C: 26; D: -5; E: 0.5; F: 1; G: 1; H: -1; I: -1

> CC(=O)c1cccc(NC(=O)CN(c2cccc(F)c2)S(C)(=O)=O)c1
  A: 1; B: 0.0; C: 0; D: -5; E: 0.8; F: 4; G: 8; H: -4; I: -1

> O=c1[nH]c(/C=C\c2ccc(O)c(O)c2)nc(O)c1[N+](=O)[O-]
  A: 4; B: 0.3; C: -4; D: -21; E: 0.7; F: 1; G: 2; H: 0; I: -1

> CN(c1ccccc1)S(=O)(=O)c1cccc(NC(=O)Cn2cnc3c2c(=O)n(C)c(=O)n3C)c1
  A: 6; B: -0.3; C: 4; D: -7; E: -0.3; F: 0; G: 11; H: -1; I: -1

> Cc1ccc(S(=O)(=O)N2CC(C)N(C(=O)N3CCOCC3)C2C)cc1 (stereo not drawn)
  A: 4; B: -0.9; C: -8; D: -5; E: -0.8; F: 1; G: -1; H: 7; I: -4

> O=c1c2c(nc3n1CCCCC3)sc1c(O)c(Br)ccc12
  A: ·; B: 0.1; C: -18; D: 1; E: 0.1; F: -2; G: -1; H: -1; I: 0

(listing goes on)
Abbreviations – A = D1 antag; B = D2 ag; C = D2 antag; D = RXFP1 antagonist; E = TRHR agonist; F = D1 agonist; G = D2 potentiator; H = D1 PAM; I = TRHR PAM
> COc1cc2c(cc1OC)C1O[C@](c3ccsc3)(C2)Oc2cc(-c3ccccc3)oc(=O)c21
  A: 13; B: ·; C: ·; D: ·; E: -0.5; F: 2; G: ·; H: -3; I: -5

> CCOC(=O)c1nn(-c2ccccc2C)c(=O)cc1OCC(=O)Nc1cccc(OC)c1
  A: -10; B: 0.8; C: 8; D: ·; E: 0.7; F: 4; G: -6; H: -6; I: -18

> COc1cccc(C(=O)Nc2ccc(C3CC3(Cl)Cl)cc2)c1 (stereo not drawn)
  A: -7; B: 1.3; C: 22; D: -23; E: 0.9; F: 4; G: 7; H: 7; I: 3

> Cc1cccc(NC(=S)NCCc2ccccc2)c1C
  A: 9; B: -3.0; C: -5; D: 5; E: -0.4; F: -2; G: 14; H: -9; I: 0

> CCO[C@@H]1OC(C(=O)NC2CC2)=C[C@H](C)[C@H]1CCCO
  A: -4; B: -0.3; C: -3; D: ·; E: 0.1; F: 1; G: -6; H: 1; I: 1

Source: PubChem (National Center for Advancing Translational Sciences (NCATS))
